Assay outcomes (PubChem)
GoLoco inh red: blocks human Gai1 binding to RGS12 GoLoco peptide, red readout; P63096; Gai1:RGS12 GoLoco peptide FP, rhodamine, 10 min; Potency, µM (doses to about 61.6 µM), for the others: at the top dose activity, negative = inhibition, hits mostly inhibitors; 230,000 tested, 0.44% active; active = well fitted inhibition curve with a large enough effect, not every such curve was filed as active; inactive = no such curve, though single readings can be large or run the other way; note: nearly all actives have a fitted effect of over 30% in size; many of its hits are not listed in these tables
TRb-SRC2 inh: TRbeta-SRC2 interaction inhibition; P10828; TRbeta-SRC2 peptide binding, fluorescence polarization; receptor liganded with 1 µM T3; Potency, µM (top dose mostly 106 µM), for the others: at the highest dose activity change, negative = inhibition, usual class: inhibitors; 280,000 tested, 0.065% active;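 note: plate controls were bound peptide for no effect and peptide without receptor for full effect; nearly all actives have a fitted effect of over 50% in size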
Target sequence (P10828 whole entry, looked up): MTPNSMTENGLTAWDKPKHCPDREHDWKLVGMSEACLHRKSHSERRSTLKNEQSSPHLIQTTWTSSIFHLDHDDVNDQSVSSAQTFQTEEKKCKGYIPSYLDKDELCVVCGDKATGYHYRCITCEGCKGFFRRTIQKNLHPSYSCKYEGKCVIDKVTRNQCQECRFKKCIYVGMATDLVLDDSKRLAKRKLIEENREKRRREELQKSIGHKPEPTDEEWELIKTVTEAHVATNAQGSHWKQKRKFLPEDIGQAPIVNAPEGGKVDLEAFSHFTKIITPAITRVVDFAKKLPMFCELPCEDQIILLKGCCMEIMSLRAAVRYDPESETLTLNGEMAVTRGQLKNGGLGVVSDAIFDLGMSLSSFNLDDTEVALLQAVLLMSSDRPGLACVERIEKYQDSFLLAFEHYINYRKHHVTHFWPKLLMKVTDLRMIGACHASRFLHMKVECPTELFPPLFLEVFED
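Read-out is fluorescence polarization (555 nm excitation, 632 nm emission) of a Texas Red SRC2 coactivator peptide; loss of signal reflects blocked binding to human TRb ligand-binding domain in the presence of 1 uM T3.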
RECQ1 helicase: inhibitors of human RECQ1 DNA helicase. AID 2549. Potency, µM (top dose mostly 57.3 µM), without a hit: at the top dose activity, negative = inhibition, most hits filed as inhibitors. 240,000 tested, 0.54% active. P46063. RECQ1 DNA unwinding, red fluorescence kinetic read;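 note: plate controls were vehicle for no effect and no enzyme for full effect; nearly all actives have a fitted effect of over 30% in size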
Target sequence (P46063 whole entry, looked up): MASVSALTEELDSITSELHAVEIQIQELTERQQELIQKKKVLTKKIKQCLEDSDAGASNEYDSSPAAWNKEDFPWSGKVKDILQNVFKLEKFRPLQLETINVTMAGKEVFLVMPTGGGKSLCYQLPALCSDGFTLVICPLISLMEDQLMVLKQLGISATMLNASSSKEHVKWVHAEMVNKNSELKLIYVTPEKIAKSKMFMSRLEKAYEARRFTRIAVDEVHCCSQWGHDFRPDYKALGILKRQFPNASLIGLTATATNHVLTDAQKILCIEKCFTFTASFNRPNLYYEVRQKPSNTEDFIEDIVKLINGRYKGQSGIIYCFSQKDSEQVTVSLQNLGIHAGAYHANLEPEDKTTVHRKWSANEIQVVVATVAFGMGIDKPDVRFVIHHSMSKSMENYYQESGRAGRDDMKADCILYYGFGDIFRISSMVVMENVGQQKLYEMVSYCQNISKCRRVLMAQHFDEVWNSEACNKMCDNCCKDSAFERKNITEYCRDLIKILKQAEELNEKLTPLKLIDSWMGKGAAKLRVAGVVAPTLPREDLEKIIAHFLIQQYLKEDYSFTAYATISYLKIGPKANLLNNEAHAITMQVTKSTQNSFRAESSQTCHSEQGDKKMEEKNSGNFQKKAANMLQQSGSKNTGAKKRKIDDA
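RECQ1T1 50 nM; forked duplex (20 bp + 30-nt ss tails) 200 nM, ATP 2 mM final; pH 8.0, 2 mM MgCl2, 2.5 ug/ml poly(dI-dC); 15 min compound preincubation; discontinuous kinetic read over 2 h at RT.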
TexasRed fluor: Texas Red fluorescence interference in TRb-SRC2 counter-screen. Potency, µM (series often up to 106 µM), for inactives: at the top dose fluorescence change, negative = quenching. TRb/SRC2 Texas Red total fluorescence interference. 280,000 tested, 0.29% active; active = well fitted curve in either direction with a large enough effect; inconclusive = small, poorly fitted or top-dose-only effect
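Human TRb ligand-binding domain at 0.6 uM with 20 nM Texas Red SRC2 peptide in Tris buffer containing 1 uM T3 and 5% DMSO, incubated with compound 5 h at ambient temperature. Total fluorescence (555/632 nm) calculated as parallel + 2 × perpendicular.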
L3MBTL1 block: L3MBTL1 (human) inhibition; AlphaScreen L3MBTL1–H3K9me1 peptide binding; Potency, µM (top dose mostly 57.1 µM), for inactives: top-dose activity, negative = inhibition, hits mostly inhibitors; 230,000 tested, 0.66% active; AID 485360; note: nearly all actives have a fitted effect of over 60% in size
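Read-out is AlphaScreen signal from streptavidin donor and nickel chelate acceptor beads (10 ug/mL final each) bridging L3MBTL1 (50 nM) and biotinylated K9-monomethylated H3(1-15) peptide (75 nM), after 30 min compound exposure at room temperature.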
GAA inhib: blocks human lysosomal alpha-glucosidase; P10253; purified human GAA, 4-MU-alpha-glucoside fluorescence; Potency, µM (titrated, usually from 76.9 µM), for the others: at the top dose activity change, negative = inhibition, hits mostly inhibitors; 200,000 tested, 0.005% active; AID 1466;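 note: plate controls were uninhibited enzyme wells for no effect and no-enzyme background for full effect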
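AC50 values come from Hill fits of compound titrations (up to 77 uM) against 4 nM human enzyme. Substrate 4-methylumbelliferyl-alpha-D-pyranoside at 400 uM, pH 5.0 citrate buffer, 20 min room temperature; fluorescence Ex 365/Em 440 after alkaline stop.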
GAA glycogen mod: GAA glycogen-cleavage inhibition or activation; AID 2100; Potency, µM (doses to about 76.4 µM), without a hit: at the top dose activity change, negative = inhibition, usual class: inhibitors; recombinant GAA, glycogen substrate, Amplex Red glucose oxidase fluorescence; 300,000 tested, 0.38% active; P10253;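 note: 0% = full enzyme reaction and -100% = no-enzyme basal signal; the screen sought inhibitors and activators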
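Natural-substrate format: glycogen cleavage by 4 nM human enzyme, glucose read by Amplex Red coupling (Ex 573, Em 610 nm). Normalized to enzyme and no-enzyme controls.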
aGlu spleen mod: inhibitors or activators of human alpha-glucosidase in spleen homogenate. human spleen homogenate, 4-MU-alpha-glucoside fluorescence. 240,000 tested, 0.006% active. AID 2112. P10253. Potency, µM (titrated, usually from 79.9 µM), inactives show at the highest dose activity change, negative = inhibition, hits mostly inhibitors;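 note: 0% = enzyme with vehicle and -100% = no enzyme basal signal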
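AC50 values come from Hill-equation fits of concentration-response data, normalized to no-enzyme and full-activity controls. Enzyme source: 1 ug human spleen homogenate; 1 mM fluorogenic 4-MU glucoside, pH 5.0 citrate buffer, 37 C, 40 min.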
* hit, by the source's call; i = inactive; ? = inconclusive; · = no result given; & = joins results of further samples; [ ] = another dose, or the depositor's remark. Unless noted, calls come from the whole dose curve; as a rule, active = well fitted curve in the direction sought with a large enough effect; inconclusive = small, poorly fitted or top-dose-only effect, or another doubt; inactive = no such curve, though single readings can be large; an effect the other way counts as inactive or inconclusive. Unless noted, % is set by controls: 0 for no effect and ±100 for the full control effect; potency is the fitted concentration of half-maximal effect.

SMILES | GoLoco inh red | TRb-SRC2 inh | RECQ1 helicase | TexasRed fluor | L3MBTL1 block | GAA inhib | GAA glycogen mod | aGlu spleen mod
CCOC(=O)CSc1nc2c(sc(=S)n2-c2ccc(OCC)cc2)c(=O)[nH]1 | -4% | -11% | 17% | 1% | · | -1% | -17% | 1%
COc1ccccc1-c1ccc(Nc2ccc(C(=O)N3CCOCC3)cc2)nn1 | 10% | 2% | -3% | -4% | -1% | -1% | 10% | -1%
C=CCNC(=O)/C(C#N)=C/c1c(N2CC(C)OC(C)C2)nc2ccccn2c1=O (centres undefined) | 3% | 2% | i | 1% | 6% | · | 1% | 23%
CCOP(=O)(OCC)C(Nc1ccc(F)cc1)c1ccccc1 (centres undefined) | 1% | 6% | -15% | -3% | -4% | · | -14% | -8%
Cc1ccc(NC(=O)CSc2nnc(-c3ccco3)o2)cc1 | 9% | 5% | -3% | -1% | · | 3% | 6% | 8%
O=S1(=O)CCC(NC(=S)Nc2ccc(Cl)cc2)C1 (centres undefined) | -7% | 1% | i | 1% | 12% | 3% | -10% | 5%
N#CCC1c2ccccc2CCN1C(=O)Nc1ccc(C(F)(F)F)cc1 (centres undefined) | 2% | -11% | -4% | 0% | -5% | 7% | -5% | -10%
O=C(CSc1nc2ccccc2[nH]1)NCCc1ccc(Cl)cc1 | -3% | -4%[53 µM] | -2% | 0%[53 µM] | 6% | 0% | 6% | 1%
CCCN1CCc2nc(SCC(=O)Nc3ccc(C)c(Cl)c3)[nH]c(=O)c2C1 | · | 0% | · | 1% | 5% | · | -5%[76.3 µM] | ·
CC(NC(=O)CSc1nc2sc3c(c2c(=O)n1-c1ccccc1)CCCC3)c1ccccc1 (centres undefined) | 5% | -9% | -4% | -4% | -2% | 0% | 5% | -4%
O=C(CCN1CCN(S(=O)(=O)c2ccc(Br)cc2)CC1)Nc1ccccc1F | 5% | 4% | i | -3% | · | -5% | -20% | -4%
Cc1ccc(N2C(=N)/C(=C3/Nc4ccccc4S3)C(c3ccccc3)C2=O)cc1 (centres undefined) | · | -6% | 0% | -8% | 0% | 6% | ? | -6%
CCOC(=O)N1CCC(N2C(=O)c3ccccc3C2=O)CC1 | 1% | -8% | -2% | -1% | ? | 5% | 7% | 2%
CCOc1ccccc1CN1CCC(CO)(CCOc2ccccc2)CC1 | 0% | -13% | i | -2% | 19% | ? | 3% | -9%
Cc1ccc(C)c(NC(=O)Cn2nnc(-c3ccc(N4CCOCC4)cc3)n2)c1 | 8% | -6% | i | -9% | -1% | 7% | 9% | -5%
CCOc1ccc(C(C)=O)cc1CSC(=N)N | 6% | -3% | 12% | -3% | 2% | ? | 1% | 1%
COc1ccc(SCC(CC(C)C)N2CCN(C)CCC2=O)cc1 (centres undefined) | · | -5% | -1% | -1% | · | · | · | 5%
CC(C)C(=O)Nc1ccc(NC(=O)c2cccc(F)c2)cn1 | -6% | -4% | i | 0% | 4% | -4% | 8% | -19%
COCC(=O)Nc1cc(OC)c(Cl)cc1OC | -4% | 0% | 2% | 0% | 3%[11.4 µM] | -7% | 4% | -1%
CC(=O)Oc1cccc(C(=O)Nc2c[nH]c(=O)[nH]c2=O)c1 | -8% | 8% | -4% | 0% | -15% | -9% | 0% | 3%
CCC1=C2CC[C@H]3C(=O)N(CC(=O)OC)C(=O)[C@H]3[C@H]2[C@@]2(Cc3ccccc3)C(=NCCc3c[nH]c4ccccc34)OC(=O)N2C1=O | 3% | 5% | -1% | -8% | · | · | · | 0%
CCOCCc1c(O)nc(SCC(=O)NCc2ccco2)[nH]c1=O | -1% | -8% | -14% | 1% | ? | -1% | -7% | -11%
COc1ccc(CC(=O)NC(C)c2nnc(SCCOc3ccc(OC)cc3)n2C)cc1 (centres undefined) | -7% | -10% | -9% | -4% | · | 1% | -2% | 0%
O=C(c1cncc(Br)c1)N1CCCc2ccccc21 | 8% | -14% | -2% | -3% | · | 7% | 6% | -2%
CCCC(=O)Nc1nc(C)c(-c2csc(Nc3ccc(Cl)cc3)n2)s1 | 33%[activator] | 14% | -4% | 16% | -7% | -2% | ? | -12%
COc1ccccc1N1CCN(C(=O)Cc2cccs2)CC1 | 20% | -5% | i | 1% | · | -1% | 1% | -2%
CCN(CC)S(=O)(=O)c1cc(NS(=O)(=O)c2c(Cl)cccc2Cl)ccc1C | -7% | 2% | -2% | 0% | 13% | 0% | 0% | 5%
CCC(C)N1CNc2c(c(=O)[nH]c(=S)n2-c2cccc(C)c2)C1 (centres undefined) | 7% | 5% | -15% | 4% | 3% | 0% | 9% | ·
COc1ccccc1NC(=O)CN1CC(=O)Nc2ccccc21 | 8% | -7% | i | -3% | -7% | 9% | -6% | 0%
Cn1c(Cc2ccccc2)nnc1SCC(=O)Nc1ccc2c(c1)OCCO2 | 1% | -12% | -3% | -4% | -1% | 1% | 5% | 0%
Cc1cccc(C)c1NC(=O)CSc1nnc(Cn2nnc(-c3ccccc3)n2)n1-c1ccccc1 | 1% | 6% | -9% | -2% | -3% | ? | -3% | -7%
CNC(=S)N/N=C(\C)c1cccc([N+](=O)[O-])c1 | 16% | -7% | 0% | -7% | -5% | 1% | -20% | 4%
CCOC(CCc1c(C)nc(NC(C)=O)[nH]c1=O)OCC | 1% | 1% | i | 0% | · | · | 5% | 5%
CN(C(=O)COC(=O)c1cn(-c2ccccc2)nc1-c1ccccc1)C1CCS(=O)(=O)C1 (centres undefined) | 10% | -3% | -2% | -5% | -7% | 0% | 5% | -2%
C/C(=N/Oc1nc(C)cc(C)n1)c1ccc(Br)cc1 | 4% | 2% | -4% | 0% | · | -5% | -2% | -4%
CC(=O)c1ccc(NC(=O)N2CCCC(C(=O)c3ccc4c(c3)OCO4)C2)cc1 (centres undefined) | -5% | -3% | -12% | -1% | 7% | -4% | 15% | -5%
CCC/C=C1/CCCOC(C(=O)NCCOC)(C(F)(F)F)C1 (centres undefined) | · | -1% | -2% | -1% | · | · | · | 14%
COCCCN(CC(=O)Nc1ccc(N2CCOCC2)cc1)S(=O)(=O)c1ccccc1 | 3% | -3% | -2% | 1% | -1% | 3% | -10% | -7%
CCCCOc1ccc(N(CC(=O)NC(C)(C)CC)C(=O)CCC(=O)Nc2ccccn2)cc1 | -3% | -7% | i | -2% | -5% | -7% | -3% | -1%
CN(c1ccccc1)S(=O)(=O)c1cc(C(=O)Nc2nc3ccccc3[nH]2)ccc1Cl | 14% | 3% | -11% | 2% | -6% | -10% | 8% | -14%
COC(=O)C/C=C/C(C)C(OC)c1ccccc1Br (centres undefined) | · | 3%[11.2 µM] | 0%[11.5 µM] | -1%[11.2 µM] | · | · | · | -5%[17.4 µM]
COc1ccc(-n2c(C)cc(C(=O)Cn3nnc4ccccc4c3=O)c2C)cc1 | 8% | 0% | -6% | -4% | -1% | -10% | 0% | -6%
CCOCCCNC(=S)N1CCN(Cc2ccco2)CC1 | -13% | 4% | 16% | -2% | -2% | -10% | 25% | -1%
O=C(CCSCCc1ccccn1)Nc1cc(F)ccc1F | 4% | -1%&3% | -8% | 0%&0% | 6% | 10% | 7% | 10%
Cc1c(C(=O)NCCn2ccc3ccccc32)cccc1[N+](=O)[O-] | 0% | 9% | -1% | -2% | · | 1% | -7% | -3%
O=C(CC(C(=O)O)P(=O)(c1ccccc1)c1ccccc1)c1ccccc1 (centres undefined) | -6% | -4%[53 µM] | i | -1%[53 µM] | 4% | ? | 0% | -3%
O=C1/C(=C/c2ccco2)SC(=S)N1CC1CCCO1 (centres undefined) | 75%[activator] | -7% | 22µM* | 2% | 16µM* | · | -7% | 4%
CC1=C(C)CC(C(=O)NNC(=O)c2cccc(Cl)c2)C(C(=O)O)C1 (centres undefined) | 2% | 4% | -3% | 2% | 3% | ? | -4% | -2%
O=C(N/N=C/c1ccc([N+](=O)[O-])o1)c1ccc(NS(=O)(=O)c2cccs2)cc1 | 3% | -2% | -2% | -3% | -7% | · | -2% | -21%
CCn1cc([N+](=O)[O-])c(C(=O)Nc2c(C)nn(Cc3cccc(F)c3)c2C)n1 | 7% | -8% | 1% | -1% | 4% | 6% | 0% | -10%
(continued)
SMILES | GoLoco inh red | TRb-SRC2 inh | RECQ1 helicase | TexasRed fluor | L3MBTL1 block | GAA inhib | GAA glycogen mod | aGlu spleen mod
ONC(=Nc1ccc(Cl)cc1)c1ccccc1Cl | -4% | 1% | -3% | -1% | -3% | 3% | -10% | -2%
Cc1c(F)cccc1NS(=O)(=O)c1ccc2c(c1)c(=O)n(C)c(=O)n2C | -1% | 0% | i | 3% | -17% | 3% | -13% | ·
COC/C=C/C1=CC2=CC(=O)C(C)(OC(=O)c3cnc4ccccc4n3)C(=O)C2=CO1 (centres undefined) | 0% | 9% | i | -2% | · | · | · | -2%
O=C(O)c1c[nH]c2c(C(F)(F)F)cccc2c1=O | -3% | 2% | i | 0% | · | -13% | 4% | 2%
CCN(CC)S(=O)(=O)c1ccc(NC(=O)c2cccc3c2C(=O)N(CCOC)C3)cc1 | 4% | 7% | 2% | -2% | -2% | 4% | 4% | -2%
Cn1nnnc1SCC(=O)N1CCOCC1 | 10% | -12% | -18% | 1% | -3% | -1% | 0% | -5%

5 entries from above, in markdown:
| smiles | GoLoco inh red | TRb-SRC2 inh | RECQ1 helicase | TexasRed fluor | L3MBTL1 block | GAA inhib | GAA glycogen mod | aGlu spleen mod |
| --- | --- | --- | --- | --- | --- | --- | --- | --- |
| Cc1c(F)cccc1NS(=O)(=O)c1ccc2c(c1)c(=O)n(C)c(=O)n2C | -1% | 0% | i | 3% | -17% | 3% | -13% | · |
| COC/C=C/C1=CC2=CC(=O)C(C)(OC(=O)c3cnc4ccccc4n3)C(=O)C2=CO1 (centres undefined) | 0% | 9% | i | -2% | · | · | · | -2% |
| O=C(O)c1c[nH]c2c(C(F)(F)F)cccc2c1=O | -3% | 2% | i | 0% | · | -13% | 4% | 2% |
| CCN(CC)S(=O)(=O)c1ccc(NC(=O)c2cccc3c2C(=O)N(CCOC)C3)cc1 | 4% | 7% | 2% | -2% | -2% | 4% | 4% | -2% |
| Cn1nnnc1SCC(=O)N1CCOCC1 | 10% | -12% | -18% | 1% | -3% | -1% | 0% | -5% |

Only part of the results is shown. The share of hits here may be higher or lower than overall.
